From PubChem
M4 ag – CHRM4 agonism in calcium assay; P08173; CHO-K1 hM4/Gqi5, Fluo-8 calcium fluorescence; vehicle 0%, full acetylcholine response 100%; activation, % at 3 µM; 360,000 compounds, 0.14% hits;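 active = activation above the run mean over all test wells plus 3 SD, cut at about 32% in these data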;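 also: peak over basal fluorescence ratio per well then scaled between controls; 0% = DMSO wells and 100% = acetylcholine at EC100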
Target sequence (P08173 whole entry, looked up): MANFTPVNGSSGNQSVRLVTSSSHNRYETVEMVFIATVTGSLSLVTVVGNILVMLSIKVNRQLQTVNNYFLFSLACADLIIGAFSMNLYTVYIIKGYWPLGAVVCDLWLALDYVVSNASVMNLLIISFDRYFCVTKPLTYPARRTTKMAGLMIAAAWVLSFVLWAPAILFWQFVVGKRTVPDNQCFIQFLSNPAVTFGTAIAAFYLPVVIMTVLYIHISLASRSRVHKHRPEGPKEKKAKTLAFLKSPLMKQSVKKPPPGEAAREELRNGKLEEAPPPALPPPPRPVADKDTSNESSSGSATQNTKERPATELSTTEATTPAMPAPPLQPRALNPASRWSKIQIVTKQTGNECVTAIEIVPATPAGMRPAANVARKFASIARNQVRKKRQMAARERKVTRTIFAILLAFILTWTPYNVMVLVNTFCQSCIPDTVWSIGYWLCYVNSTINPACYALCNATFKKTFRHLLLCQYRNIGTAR
CHRM5 agonist – CHRM5 agonism in calcium assay | 360,000 compounds, 0.19% hits | P08912 | CHO-K1 hM5 cells, Fluo-8 calcium fluorescence; 0% DMSO wells, 100% maximal acetylcholine response | activation, % at 3 µM;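 active = activation above the run's mean over test compounds plus 3 SD, cut at about 23% in these data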;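 also: signal is peak over basal fluorescence ratio across the kinetic read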
Target sequence (P08912 whole entry, looked up): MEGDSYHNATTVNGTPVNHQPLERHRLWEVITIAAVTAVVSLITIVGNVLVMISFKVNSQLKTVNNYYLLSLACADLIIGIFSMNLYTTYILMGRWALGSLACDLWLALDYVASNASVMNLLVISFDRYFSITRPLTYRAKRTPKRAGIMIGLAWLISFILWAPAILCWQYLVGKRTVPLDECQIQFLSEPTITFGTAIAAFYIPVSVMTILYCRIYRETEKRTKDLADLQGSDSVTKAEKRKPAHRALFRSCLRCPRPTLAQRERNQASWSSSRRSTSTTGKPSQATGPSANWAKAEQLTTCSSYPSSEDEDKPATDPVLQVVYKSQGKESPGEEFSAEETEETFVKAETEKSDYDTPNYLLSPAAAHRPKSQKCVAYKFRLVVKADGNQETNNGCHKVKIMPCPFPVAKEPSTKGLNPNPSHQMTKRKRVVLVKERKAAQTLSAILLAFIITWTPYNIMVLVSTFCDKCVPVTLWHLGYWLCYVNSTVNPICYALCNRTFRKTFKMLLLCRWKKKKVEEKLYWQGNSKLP
CHO-K1 Ca antag – counter-screen for M1 antagonists: effect in parental CHO-K1 cells | ATP-induced calcium, Fluo-8 fluorescence | inhibition, % at 3 µM | 360,000 compounds, 0.6% hits | AID 602250;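 active = inhibition above a per-plate cutoff, the plate's mean sample inhibition plus 3 SD, cut at about 24% in these data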;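 also: 0% = DMSO plus EC80 ATP and 100% = DMSO alone without ATP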
CHO-K1 Ca ag – M1 agonist counterscreen hit in parental CHO-K1 cells; Fluo-8 calcium fluorescence; scaled to maximal ATP response, vehicle zero; activation, % at 3 µM; 360,000 compounds, 0.48% hits; in the data active = activation above about 15%;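 also: untransfected CHO-K1 host cells lacking M1 receptor as counterscreen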
CHRM5 antagonist – antagonists of human muscarinic M5 receptor (CHRM5). CHO-hM5 cells, Fluo-8 calcium fluorescence, ACh EC80. inhibition, % at 3 µM. 360,000 compounds, 0.59% hits. AID 624040;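 active = inhibition above a per-plate cutoff, the mean of that plate's test compounds plus 3 SD, cut at about 27% in these data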;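 also: 0% = acetylcholine EC80 with DMSO and 100% = DMSO without agonist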
CHRM5 PAM – positive allosteric modulators of human muscarinic M5 receptor. P08912. CHO-K1 hM5, Fluo-8 calcium, ACh EC20 PAM; 0% = ACh EC20, 100% = ACh EC100. activation, % at 3 µM. 360,000 compounds, 0.3% hits;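 active = activation above the run cutoff, the mean activation of all test compounds plus 3 SD, cut at about 18% in these data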
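System: CHO-K1 hM5 cells. Reagent: acetylcholine, EC20 level. Compound dosing: single dose, 3 µM nominal final test concentration. Timing: Post-acetylcholine fluorescence recording 140 s. Detection: Fluo-8 calcium fluorescence. Read-out: % activation, ACh-normalized. Benchmarks: ACh EC20 and EC100 wells. Repeats: singlicate, one well per test compound.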
CHO-K1 Ca PAM – nonselective activator or artifact in parental CHO-K1 calcium assay; activation, % at 3 µM; AID 602247; ATP EC20, Fluo-8 calcium fluorescence; 0% at ATP EC20, 100% at ATP max; 360,000 compounds, 0.02% hits;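 active = activation above the run cutoff, the mean activation of all test compounds plus 3 SD, cut at about 40% in these data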;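 also: peak over basal fluorescence ratio in a 140 s read after ATP addition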
M4 PAM – CHRM4 positive allosteric modulation | activation, % at 3 µM | P08173 | CHO-K1 hM4/Gqi5, Fluo-8 calcium fluorescence, ACh EC20; 0% = ACh EC20, 100% = maximal ACh | 360,000 compounds, 0.4% hits;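 active = activation above its plate's cutoff, the mean activation of sample wells plus 3 SD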; also: some results filed as inactive read as strong as hits
M4 antag – CHRM4 antagonism in calcium assay; CHO-hM4 cells, ACh EC80, Fluo-8 calcium fluorescence; inhibition, % at 3 µM; 360,000 compounds, 0.73% hits; AID 624125;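 active = inhibition above its plate's cutoff, the mean inhibition of sample wells plus 3 SD, cut at about 27% in these data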;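 also: 0% = acetylcholine EC80 with DMSO and 100% = DMSO without agonist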
An asterisk follows results filed as active.

Results for O=C(COC(=O)C12CC3CC(CC(C3)C1)C2)NNC(=O)c1ccccc1 ?
M4 ag: 2; CHRM5 agonist: 1; CHO-K1 Ca antag: -7; CHO-K1 Ca ag: 1.7; CHRM5 antagonist: -10; CHRM5 PAM: 8; CHO-K1 Ca PAM: 22; M4 PAM: 14; M4 antag: 0

Results for CCCCC1CCC(C(=O)OCC(=O)N(CCOC)c2c(N)n(Cc3ccccc3)c(=O)[nH]c2=O)CC1 (stereo unspecified) ?
M4 ag: 1; CHRM5 agonist: -3; CHO-K1 Ca antag: 9; CHO-K1 Ca ag: -0.4; CHRM5 antagonist: -1; CHRM5 PAM: 13; CHO-K1 Ca PAM: 0; M4 PAM: 2; M4 antag: -5

How did Cc1cccnc1NC(=S)NC(=O)c1cccs1 do in these assays?
M4 ag: 1; CHRM5 agonist: 1; CHO-K1 Ca antag: -18; CHO-K1 Ca ag: 0.0; CHRM5 antagonist: 1; CHRM5 PAM: 0; CHO-K1 Ca PAM: -1; M4 PAM: 7; M4 antag: 1

How did Cc1ccc(/C=N/Nc2nc(C(C)(C)C)cs2)o1 do in these assays?
M4 ag: 1; CHRM5 agonist: 0; CHO-K1 Ca antag: -3; CHO-K1 Ca ag: 0.4; CHRM5 antagonist: -3; CHRM5 PAM: 6; CHO-K1 Ca PAM: 10; M4 PAM: -5; M4 antag: 3

How did Cc1ccc(NC(=O)COC(=O)Cn2cnc3c2c(=O)n(C)c(=O)n3C)cc1F do in these assays?
M4 ag: 2; CHRM5 agonist: 1; CHO-K1 Ca antag: -2; CHO-K1 Ca ag: 0.8; CHRM5 antagonist: 9; CHRM5 PAM: -5; CHO-K1 Ca PAM: -20; M4 PAM: -1; M4 antag: -7

Results for Cc1cc(OCC(=O)N2CCN(c3ccccn3)CC2)cc(C)c1Br ?
M4 ag: 4; CHRM5 agonist: -1; CHO-K1 Ca antag: -6; CHO-K1 Ca ag: 2.1; CHRM5 antagonist: 10; CHRM5 PAM: -1; CHO-K1 Ca PAM: 15; M4 PAM: -1; M4 antag: 8

How did C[C@H]1CN([C@@H](C)CO)C(=O)CCCn2nncc2CO[C@@H]1CN(C)C(=O)c1ccc2ccn(C)c2c1 do in these assays?
M4 ag: 0; CHRM5 agonist: 0; CHO-K1 Ca antag: 3; CHO-K1 Ca ag: 0.3; CHRM5 antagonist: -4; CHRM5 PAM: -5; CHO-K1 Ca PAM: -5; M4 PAM: 3; M4 antag: -15

What do the screens show for `CN(C)c1ccc(-c2cccc(C3CC=CC4C3C(=O)N(Cc3ccccc3)C4c3ccc(C(F)(F)F)cc3)c2)cc1` (stereo unspecified)?
M4 ag: 1; CHRM5 agonist: 2; CHO-K1 Ca antag: -4; CHO-K1 Ca ag: 0.1; CHRM5 antagonist: 7; CHRM5 PAM: 14; CHO-K1 Ca PAM: 7; M4 PAM: -1; M4 antag: -9

What do the screens show for `COc1ccccc1NC(=O)c1ccc(NC(=O)CNC(=O)c2ccc(OC)c(OC)c2)cc1`?
M4 ag: 2; CHRM5 agonist: -2; CHO-K1 Ca antag: -13; CHO-K1 Ca ag: 0.5; CHRM5 antagonist: 15; CHRM5 PAM: -6; CHO-K1 Ca PAM: -11; M4 PAM: -5; M4 antag: -7

How did CCc1ccc(C(=O)NNc2cc(Cl)cc(Cl)c2)cc1 do in these assays?
M4 ag: -1; CHRM5 agonist: -8; CHO-K1 Ca antag: -5; CHO-K1 Ca ag: 1.0; CHRM5 antagonist: 9; CHRM5 PAM: -2; CHO-K1 Ca PAM: 6; M4 PAM: -27; M4 antag: 0

Results for COc1ccccc1N1CCN(C(=O)c2cc3sccc3n2C)CC1 ?
M4 ag: 11; CHRM5 agonist: 4; CHO-K1 Ca antag: 0; CHO-K1 Ca ag: 3.7; CHRM5 antagonist: 1; CHRM5 PAM: -5; CHO-K1 Ca PAM: 17; M4 PAM: -7; M4 antag: -4

What do the screens show for `COc1ccccc1CCC(=O)OCC(=O)Nc1c(Br)cc(C)cc1Br`?
M4 ag: 2; CHRM5 agonist: -3; CHO-K1 Ca antag: -18; CHO-K1 Ca ag: 0.6; CHRM5 antagonist: 13; CHRM5 PAM: -1; CHO-K1 Ca PAM: 12; M4 PAM: -6; M4 antag: 8

What do the screens show for `COc1ccc(N(C(=O)c2ccc(F)cc2)C2=CC3CCC(C2)N3C)cc1` (stereo unspecified)?
M4 ag: 2; CHRM5 agonist: -4; CHO-K1 Ca antag: -7; CHO-K1 Ca ag: -0.1; CHRM5 antagonist: 1; CHRM5 PAM: -1; CHO-K1 Ca PAM: 17; M4 PAM: 8; M4 antag: -2

How did O=C(Nc1ccc(F)cc1)C1CCCCC1 do in these assays?
M4 ag: 0; CHRM5 agonist: -3; CHO-K1 Ca antag: 3; CHO-K1 Ca ag: -0.3; CHRM5 antagonist: -1; CHRM5 PAM: -2; CHO-K1 Ca PAM: 1; M4 PAM: -4; M4 antag: 0

What do the screens show for `CC(C)(C)Nc1nc(SCc2ccccc2)nc(N2CCOCC2)n1`?
M4 ag: -3; CHRM5 agonist: -3; CHO-K1 Ca antag: -5; CHO-K1 Ca ag: 1.4; CHRM5 antagonist: -4; CHRM5 PAM: 1; CHO-K1 Ca PAM: 32; M4 PAM: -5; M4 antag: 2

How did COCCN(CC(=O)Nc1cccc(C)c1C)C(=O)c1ccc2c(c1)OCO2 do in these assays?
M4 ag: 3; CHRM5 agonist: 0; CHO-K1 Ca antag: 6; CHO-K1 Ca ag: 2.3; CHRM5 antagonist: -4; CHRM5 PAM: 6; CHO-K1 Ca PAM: -4; M4 PAM: 12; M4 antag: -11

How did O=C(COC(=O)c1ccc([N+](=O)[O-])cc1)Nc1ccccc1C(=O)NC1CC1 do in these assays?
M4 ag: 0; CHRM5 agonist: 2; CHO-K1 Ca antag: 11; CHO-K1 Ca ag: -0.1; CHRM5 antagonist: 18; CHRM5 PAM: 2; CHO-K1 Ca PAM: -20; M4 PAM: 1; M4 antag: -2

What do the screens show for `N/C(Cc1ccc([N+](=O)[O-])cc1)=N\OC(=O)c1ccc(Br)cc1`?
M4 ag: -1; CHRM5 agonist: -3; CHO-K1 Ca antag: -8; CHO-K1 Ca ag: 0.6; CHRM5 antagonist: -9; CHRM5 PAM: -1; CHO-K1 Ca PAM: 14; M4 PAM: -9; M4 antag: -7

Results for CNS(=O)(=O)c1cccc(C(=O)OCC(=O)N(CCC#N)c2ccccc2)c1 ?
M4 ag: 2; CHRM5 agonist: 1; CHO-K1 Ca antag: -13; CHO-K1 Ca ag: 0.7; CHRM5 antagonist: 3; CHRM5 PAM: 2; CHO-K1 Ca PAM: 1; M4 PAM: 2; M4 antag: -4

How did COC(=O)CCCNC(=O)c1ccc2[nH]c(C)c(C)c2c1 do in these assays?
M4 ag: 2; CHRM5 agonist: 0; CHO-K1 Ca antag: -5; CHO-K1 Ca ag: 0.2; CHRM5 antagonist: 9; CHRM5 PAM: 10; CHO-K1 Ca PAM: -11; M4 PAM: 9; M4 antag: -6

What do the screens show for `Cc1cccc(OCC(O)CN2CCc3ccccc3C2)c1` (stereo unspecified)?
M4 ag: 2; CHRM5 agonist: -4; CHO-K1 Ca antag: 1; CHO-K1 Ca ag: 0.2; CHRM5 antagonist: 3; CHRM5 PAM: 2; CHO-K1 Ca PAM: 6; M4 PAM: 1; M4 antag: -1

What do the screens show for `COc1ccc(OCC(=O)OCCNC(=O)c2cccnc2)cc1`?
M4 ag: 1; CHRM5 agonist: 4; CHO-K1 Ca antag: 0; CHO-K1 Ca ag: -0.5; CHRM5 antagonist: 2; CHRM5 PAM: 0; CHO-K1 Ca PAM: 12; M4 PAM: 3; M4 antag: -6

How did CN(C(=O)COC(=O)c1cncc(Br)c1)C1CCCCC1 do in these assays?
M4 ag: 0; CHRM5 agonist: -2; CHO-K1 Ca antag: -5; CHO-K1 Ca ag: 0.5; CHRM5 antagonist: 13; CHRM5 PAM: 5; CHO-K1 Ca PAM: 2; M4 PAM: 1; M4 antag: -3

Results for CCOC(=O)Cc1csc(NC(=O)C(C)Oc2ccc3c(C)cc(=O)oc3c2)n1 (stereo unspecified) ?
M4 ag: 7; CHRM5 agonist: 2; CHO-K1 Ca antag: -9; CHO-K1 Ca ag: 4.3; CHRM5 antagonist: 12; CHRM5 PAM: 0; CHO-K1 Ca PAM: 0; M4 PAM: -8; M4 antag: -5

What do the screens show for `O=C(N/N=C/c1ccc2c(c1)OCO2)C(=O)N1CCCC1`?
M4 ag: 0; CHRM5 agonist: 1; CHO-K1 Ca antag: 4; CHO-K1 Ca ag: -0.3; CHRM5 antagonist: -1; CHRM5 PAM: -5; CHO-K1 Ca PAM: 4; M4 PAM: 1; M4 antag: -2

How did CN(C(=O)c1ccc(NC(=O)Cc2cccc(NC(=O)C3CCN(C(=O)C4CCCC4)CC3)c2)cc1)C1CCCC1 do in these assays?
M4 ag: 0; CHRM5 agonist: 3; CHO-K1 Ca antag: -6; CHO-K1 Ca ag: 0.2; CHRM5 antagonist: 1; CHRM5 PAM: 1; CHO-K1 Ca PAM: 15; M4 PAM: 8; M4 antag: 4

What do the screens show for `O=C(CNC(=O)c1ccccc1Br)Nc1cccc(S(=O)(=O)Nc2ccccc2Cl)c1`?
M4 ag: 14; CHRM5 agonist: 0; CHO-K1 Ca antag: 0; CHO-K1 Ca ag: 7.0; CHRM5 antagonist: 13; CHRM5 PAM: -18; CHO-K1 Ca PAM: -4; M4 PAM: -6; M4 antag: -2

How did CCn1c(-c2ccc(Cl)cc2)n[nH]c1=S do in these assays?
M4 ag: 1; CHRM5 agonist: -5; CHO-K1 Ca antag: -7; CHO-K1 Ca ag: 1.3; CHRM5 antagonist: 0; CHRM5 PAM: 2; CHO-K1 Ca PAM: 23; M4 PAM: -1; M4 antag: -5

What do the screens show for `O=C(NCc1ccc(CNC(=O)c2ccco2)cc1)c1ccco1`?
M4 ag: 1; CHRM5 agonist: -1; CHO-K1 Ca antag: -1; CHO-K1 Ca ag: 6.1; CHRM5 antagonist: -2; CHRM5 PAM: 1; CHO-K1 Ca PAM: 7; M4 PAM: 0; M4 antag: 4

Arranged by molecular weight (low to high): part of the list above
How did CCn1c(-c2ccc(Cl)cc2)n[nH]c1=S do in these assays?
M4 ag: 1; CHRM5 agonist: -5; CHO-K1 Ca antag: -7; CHO-K1 Ca ag: 1.3; CHRM5 antagonist: 0; CHRM5 PAM: 2; CHO-K1 Ca PAM: 23; M4 PAM: -1; M4 antag: -5

What do the screens show for `O=C(NCc1ccc(CNC(=O)c2ccco2)cc1)c1ccco1`?
M4 ag: 1; CHRM5 agonist: -1; CHO-K1 Ca antag: -1; CHO-K1 Ca ag: 6.1; CHRM5 antagonist: -2; CHRM5 PAM: 1; CHO-K1 Ca PAM: 7; M4 PAM: 0; M4 antag: 4

Results for CCOC(=O)Cc1csc(NC(=O)C(C)Oc2ccc3c(C)cc(=O)oc3c2)n1 (stereo unspecified) ?
M4 ag: 7; CHRM5 agonist: 2; CHO-K1 Ca antag: -9; CHO-K1 Ca ag: 4.3; CHRM5 antagonist: 12; CHRM5 PAM: 0; CHO-K1 Ca PAM: 0; M4 PAM: -8; M4 antag: -5
